aSyn 5UTR inh: MLPCN primary screen, SNCA 5' untranslated region; AID 1813; 300,000 tested, 0.82% active; inhibition, % (tested at 7.5 µM); alpha-synuclein 5'UTR reporter, inhibitor activity; in the data active = inhibition above about 60%;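 also: H4 neuroglioblastoma cells stably carrying SNCA 5'UTR luciferase fusion; 0% = DMSO wells and 100% = positive control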
IEC-6 tox: IEC-6 cytotoxicity, counter-screen for KLF5 inhibitors. luminescence viability. inhibition, % at 5 µM. 290,000 tested, 0.78% active; in the data active = inhibition above about 22%;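 also: 0% = plate median of test compound wells and 100% = cytotoxic reference compound wells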
AI-2 QS modul: Vibrio harveyi AI-2 quorum sensing modulation; Vibrio harveyi JMH597 AI-2 luminescence/OD600 ratio, 9 h; hits give low values; strain lacks LuxN and CqsS sensors; 0 = neutral-control median; AID 2094; 300,000 tested, 0.4% active; activity change, % at 7.5 µM; in the data active = activity change below about -75%, passing the limit was not always enough;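 also: luminescence divided by OD600 gain over 9 h not by final OD600 alone; inactives centre near 13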
HSF1 inhib: HSF1 inhibition | NIH3T3-HGL HSE-luciferase, MG132-induced, luminescence 8 h; hits give low values | activity change, negative = inhibition, % at 7.5 µM (by protocol) | 300,000 tested, 0.77% active | AID 2098;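 active = more than half of replicate wells show activity change below -50%, luminescence cut by over half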;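 also: luciferase reports HSF-1 transcriptional activity via heat shock element; 0% = median of DMSO wells and -100% = zero luminescence signal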
HSF1 activator: increases HSF-1 driven luciferase reporter signal. AID 504408. NIH3T3-HGL HSF-1 luciferase reporter, MG132, 8 h; 100% = twice DMSO control signal. 300,000 tested, 1.7% active. activation, % at 9 µM;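 active = mean replicate activation of at least 50% with a set share of replicates each reaching 50%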;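 also: 0% = median of the neutral control wells and 100% = twice that signal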
Platelet DG rel: platelet dense granule release activity; human platelet-rich plasma, SFLLRN dense granule ATP release, luminescence; inhibition, %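 (compounds screened at 7.5 µM in platelet-rich plasma)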; 300,000 tested, 0.22% active; AID 1663;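 active = mean replicate score, as percent of positive control, at or above 50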
HIF act: HIF pathway transcriptional activation. U2OS HRE-luciferase reporter, luminescence; normalized: DMSO 0%, desferrioxamine 100%. activation, % at 7.5 µM (by protocol). 300,000 tested, 0.32% active. AID 1910;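 active = mean activation of at least 10% of the iron chelator positive control signal, with at least half of replicates also reaching 10%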
KLF5 inh: inhibitors of KLF5 expression; DLD-1 KLF5 promoter-luciferase reporter, luminescence; inhibition, % at 5 µM; 290,000 tested, 0.23% active;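 active = inhibition above a per-plate limit of that plate's mean compound inhibition plus 3 SD, cut at about 60% in these data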;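 also: 0% = DMSO wells and 100% = LY294002 at 200 µM; higher means less KLF5 promoter-driven luciferase light; inactives centre near -14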
SKKanGAS inh: inhibitors of SKKanGAS S. pyogenes growth in kanamycin (SK-promoter or general growth effect). BacTiter-Glo, 6 h. inhibition, % at 7.5 µM. 300,000 tested, 1.3% active. AID 1662;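 active = mean replicate score, as percent of positive control median, at least 50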;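 also: strain carries kanamycin resistance gene driven by streptokinase promoter and grows in 40 µg/ml kanamycin; loss of luminescence reflects streptokinase promoter inhibition or plain growth inhibition; 0% = median of DMSO wells and 100% = positive control at its reference dose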
HSP90 refold inh: blocks HSP90-mediated luciferase refolding in reticulocyte lysate | Rabbit reticulocyte lysate, luciferase refolding luminescence, 3 h | inhibition, % at 5.6 µM | AID 1789 | 290,000 tested, 0.91% active;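 active = inhibition above the screen-wide mean plus 3 SD, computed separately per campaign, cut at about 16% in these data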;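 also: 0% = DMSO wells and 100% = 60 µM geldanamycin wells; inhibitors lower the luminescence because luciferase stays unfolded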
Active calls of the source: *; nt = no result given.

SMILES	aSyn 5UTR inh	IEC-6 tox	AI-2 QS modul	HSF1 inhib	HSF1 activator	Platelet DG rel	HIF act	KLF5 inh	SKKanGAS inh	HSP90 refold inh
CC(=O)N1CCOc2ccc(S(=O)(=O)Nc3cccc(C)c3)cc21	21	1	nt	-4	-1	9	0.3	-31	1	0
COC(=O)c1c(C)oc2ccc(N(C(=O)Oc3ccccc3)S(=O)(=O)c3ccc(Cl)c([N+](=O)[O-])c3)cc12	5	0	3	60	72*	7	-0.3	-1	17	-6
COc1ccc([C@@H]2Sc3ccccc3NC(=O)[C@@H]2O)cc1	6	nt	13	-4	-2	-3	0.1	nt	-5	nt
O=c1c2ccccc2nnn1CSc1ncnc2ccccc12	5	7	30	78	112*	4	0.0	-3	3	1
Cn1nc(-c2ccccc2)c(C(O)c2ccccc2C(F)(F)F)c1Cl (centres undefined)	-9	6	4	1	-11	-1	-0.9	7	-2	0
O=C(N/N=C/c1cccnc1)c1ccc(CN2c3cccc4cccc(c34)S2(=O)=O)cc1	21	-3	28	-10	7	-21	-2.5	-11	13	0
O=C(CCn1ccnc1)Nc1nc2ccccc2[nH]1	3	7	9	-5	7	-1	0.6	-13	1	0
COc1ccc(C(=O)NCc2nnc(SCC(=O)NC3CCCCC3)n2C)cc1	14	8	1	9	-8	8	-0.7	4	-1	1
COc1ccc(OC(C)C(=O)NCc2cccnc2)cc1 (centres undefined)	20	2	14	1	-2	-5	0.0	-17	-5	-2
O=C(O)C1CSC2(c3ccc(Br)cc3)CCC(=O)N12 (centres undefined)	-30	1	20	-1	7	-5	0.1	-18	-6	3
O=C(Nc1ccc(Cl)c([N+](=O)[O-])c1)c1ccc(NCCCN2CCOCC2)c([N+](=O)[O-])c1	9	0	11	-7	-14	6	-0.5	-27	11	-1
O=C(Nc1nn(Cc2ccccc2F)cc1Br)c1cccs1	18	5	-1	2	-11	-18	-0.2	-59	nt	0
CCOC(=O)COc1cccc2c(=O)n(CC(=O)NCc3ccc(F)cc3)ccc12	75*	7	7	-13	-7	-8	0.7	63*	-15	0
Cc1cc(N(C)Cc2ccccc2)nc2cc(O)ccc12	-41	-2	7	11	44	-9	-22	-23	-4	-3
Cc1nc(CN2CCN(C(=O)c3ccc(Br)cc3)CC2)cs1	6	2	-12	-4	3	-4	-6.8	-11	-5	-1
COc1ccccc1NS(=O)(=O)c1cccc(NC(=S)NCCN2CCOCC2)c1	19	5	19	1	-5	-5	0.0	-12	-6	1
COc1cccc(C=NCCCN=Cc2cccc(OC)c2O)c1O	11	-3	7	-3	2	6	0.4	-1	-1	0
O=Cc1ccc(OC(=O)c2cccnc2)cc1	-10	-2	31	0	-12	5	-0.2	-16	6	4
CCN1CCN(CCCN(Cc2ccco2)C(=S)Nc2ccc(C)c(Cl)c2)CC1	16	1	12	-7	-7	-5	-0.2	-4	-3	1
O=C(NCC1CCCO1)[C@@H]1CSC2c3ccccc3C(=O)N21 (some centres undefined)	5	4	0	-3	15	4	-0.9	-3	-1	3
COc1ccccc1S(=O)(=O)Cc1ccc(C(=O)N2CCN(c3ccccc3)CC2)o1	3	0	11	-5	-18	9	0.6	2	0	-2
Cc1nn2c(-c3ccc(S(=O)(=O)N4CCN(C)CC4)o3)nnc2c2ccccc12	6	4	33	-11	-28	-21	-0.5	-13	10	-4
COc1ccc(C)cc1NC(=O)NCc1ccccn1	-4	-12	12	1	7	0	-0.1	8	-7	0
c1ccn(-c2ccc(-c3ccn[nH]3)cc2)c1	-164	5	11	0	-5	3	2.5	-137	-4	-2
Cc1ccc(C)c(N2CCN(C(=O)C3CCCN(c4ncnc5c4nc4n5CCCCC4)C3)CC2)c1 (centres undefined)	16	2	40	1	5	4	0.3	-22	18	-7
O=C(c1ccc2ccccc2n1)N1CCN(c2ccccn2)CC1	11	7	28	-4	-15	18	-0.3	-10	1	2
CCOC(=O)c1c(CC(C)C)csc1NC(=O)COC(=O)c1cc(OC)c(OC)cc1[N+](=O)[O-]	3	0	1	-10	-15	7	-0.3	-9	-7	0
COC(=O)c1cc(Br)c(=O)n(-c2ccccc2OC)c1	4	-4	17	1	-1	29	-0.3	-12	5	1
CC(C)CN(CCNC(=O)CC1Oc2ccccc2NC1=O)CC(C)C (centres undefined)	-2	-15	20	3	8	15	nt	5	-4	-3
CC(C)(C)C(=O)Nc1nc(-c2ccc3c(c2)OCO3)cs1	-147	2	-2	18	54*	-4	4.1	-166	-6	0
COc1ccc(C(=O)NCc2nnc(SCC(=O)NC3CCCC3)o2)cc1	13	2	14	0	-2	-3	-0.2	13	-1	2
CCC(C)NC(=O)Cn1c(=O)n(CCCCCC(=O)Nc2ccccc2)c(=O)c2sccc21 (centres undefined)	-11	2	-14	0	14	-15	0.2	-20	-17	1
C/C(CC(=O)Nc1ccc(C)c(Cl)c1)=N\NC(=O)c1cccc(O)c1	0	5	10	32	45	-13	-1.6	-88	10	-1
COc1ccc(CNn2c(-c3ccccc3F)nc3ccccc3c2=O)cc1OC	-8	-1	27	-2	-5	0	0.0	-9	23	1
CCn1c(O)c(C#N)c(C)cc1=O	10	-3	19	0	9	6	-0.9	-35	0	2
NC(=O)C1C(c2ccccc2)=C1c1ccccc1	-6	-3	13	2	14	0	0.2	-5	-11	0
COc1ccc(N(C(=O)c2cnsn2)C(C(=O)NC2CCCCC2)c2ccncc2)cc1 (centres undefined)	2	-4	-4	5	-1	-1	-0.2	-22	-1	3
O=C(Cn1cnc2c(oc3ccccc32)c1=O)N1CCN(c2ccccc2)CC1	-25	2	63	1	-15	-3	1.7	0	-1	3
O=C(O)C1=C[C@@H](c2ccc3c(c2)OCO3)C[C@@H](OCCCCO)O1	11	-5	13	-6	-13	-1	0.5	-18	2	2
Cc1ccccc1CN1CCC(Oc2ccc(C(=O)N3CCCC3)cc2)CC1	-20	-3	5	-8	1	-3	-0.5	-28	1	-7
COc1cc(NC(=O)C2CC(=O)N(CCc3ccc(F)cc3)C2)cc(OC)c1OC (centres undefined)	-1	-4	15	1	-11	13	0.7	-9	1	-3
N#Cc1c2c(c(=S)n(-c3ccccc3)c1N)CCCC2	19	-5	7	-2	-11	2	0.3	-20	-3	-2
COCCCNC(=O)CNC(=S)N(Cc1ccc(F)cc1)C1CCCCC1	15	0	4	-9	-3	-2	-0.4	-1	2	0
CC1(C)CC(=O)C2=C(C1)NC(=O)CC2c1ccccc1F (centres undefined)	-9	0	25	4	13	15	0.2	-5	-1	2
O=C(Nc1ncn[nH]1)c1ccc([N+](=O)[O-])cc1[N+](=O)[O-]	2	3	41	3	10	0	-0.5	2	10	-3
Cc1ccc(C)c(NC2=C(Cl)C(=O)OC2OC(C)C)c1 (centres undefined)	5	-6	17	6	15	-3	0.4	-17	-6	-1
COCCCNC(=O)CSc1nc2ccc(N3CCOCC3)cc2c(=O)n1CCc1ccccc1	-12	1	9	2	-3	-7	-0.6	-2	35	3
O=C(CN1C(=O)S/C(=C\c2ccc(F)cc2)C1=O)NCCCn1ccnc1	4	-5	10	1	-1	-10	-0.2	-24	-2	-2
Oc1ccc(/C(Cc2ccc3ccccc3n2)=N\Nc2ccccc2)c(O)c1	-90	11	50	16	29	-2	4.8	-18	2	-2
Cc1cc(C)c(NC(=O)CN2C(=O)NC(Cc3ccccc3)C2=O)c(C)c1 (centres undefined)	-2	5	5	nt	nt	-3	nt	-3	1	1
CC12CCC(C(=O)N3CCN(c4ncccn4)CC3)(c3nc4ccccc4nc31)C2(C)C (centres undefined)	-9	-1	48	4	-2	18	0.5	-16	0	-4
Nc1ccc(C(=O)CC(=O)Nc2ccc(Cl)cc2)cc1	-12	10	13	2	-3	19	-1.1	-11	18	3
CN(C)S(=O)(=O)NCc1ccc2c(c1)OCO2	10	3	17	-6	12	15	0.0	-33	-1	2
CC(C)[C@H](NC(=O)[C@@H]1Cc2ccccc2CN1C(=O)OC(C)(C)C)C(=O)NCc1ccco1	-6	4	0	2	15	-1	0.3	-15	8	-3
O=C(Cc1cccc(C(F)(F)F)c1)OCC(=O)N1CCN(S(=O)(=O)c2ccc(Cl)cc2)CC1	-3	nt	19	6	20	-3	-34	nt	17	nt
CCOc1cc(NC(=S)Nc2ccc(Cl)cc2)c(OCC)cc1NC(C)=O	12	-1	1	30	41	2	0.1	-14	-3	1
CCC1(C)N=C(N)Nc2nc3cc(C)c(C)cc3n21 (centres undefined)	-2	-5	10	24	71*	-9	-15	-13	-25	2
Cc1cc(NCc2ccco2)n2ncnc2n1	16	4	13	5	-3	-11	0.2	-3	-3	0
CN1CCN(c2sc(S(C)(=O)=O)nc2S(=O)(=O)c2ccc(Cl)cc2)CC1	16	-10	24	6	7	11	0.8	-8	-6	2
Cc1ccc(CNc2oc(-c3cccs3)nc2C#N)cc1	11	2	-94*	5	5	-6	0.3	-19	1	-1

Further entries follow:
SMILES	aSyn 5UTR inh	IEC-6 tox	AI-2 QS modul	HSF1 inhib	HSF1 activator	Platelet DG rel	HIF act	KLF5 inh	SKKanGAS inh	HSP90 refold inh
CC1CC(C)CN(S(=O)(=O)c2cccc3nsnc23)C1 (centres undefined)	28	5	13	-10	-12	-1	-0.5	-21	-2	-2
Cc1ccc(C(=O)N2CCC(C(=O)NCc3ccco3)CC2)cc1	6	-9	32	-9	-9	6	0.8	-29	-4	-2
CC[n+]1ccc(C)c2cc(P(=O)(c3ccccc3)c3ccccc3)ccc21	-9	0	9	-6	12	-1	-0.3	-44	-6	2
CN(C)C(=O)c1cc(C(=O)c2ccccc2Br)c[nH]1	-24	-2	14	-2	17	-2	1.5	-71	3	0
CNC(=O)c1cc(C(=O)c2ccc(F)cc2Cl)c[nH]1	-16	0	17	-2	3	16	-0.8	-30	-4	-2
COc1ccc(Cl)cc1NC(=O)CSc1nnc(Cc2ccc(C)cc2)c(=O)[nH]1	-2	nt	40	-1	-8	-7	0.2	nt	28	nt
CCCCNC(=O)n1c(SC)nc2ccccc21	0	0	6	-14	-30	4	-0.3	-5	-3	1
C/C(=N\NC(=O)c1cccc(Cl)c1)c1cccc(NC(=O)C(C)C)c1	-6	-4	3	12	14	-9	-51	-50	18	-6
Cc1ccc(C2=NC(C)(C)N=C2SCC(=O)Nc2ccc(Cl)cc2)cc1	-2	-2	9	6	-4	-1	-0.4	0	3	2
CCN(CC)CCc1c(C)[nH]c(C(=O)OCc2ccccc2)c1C	5	4	39	10	31	-3	0.0	-8	7	0
C/C(=N\O)C(C)Oc1ccc(Cl)cc1 (centres undefined)	15	-2	7	2	16	3	0.0	8	-3	4
Cc1ccc(Cl)c(OCC(=O)N2CCc3ccccc3C2)c1	-117	2	4	15	18	9	2.5	-76	17	0
Fc1ccc(-c2ccnn2-c2ccccc2)cc1	-17	-9	7	-19	-39	-1	2.1	-21	-6	-1
COCCN1C(=O)C(=O)/C(=C(/O)c2ccc(S(=O)(=O)N3CCCCC3)cc2)C1c1ccc(OC)c(OC)c1 (centres undefined)	2	4	13	-7	-9	1	-0.1	-27	35	3
